NR2E3 ag-1: inhibitors of NR2E3-RetCOR corepressor binding, primary screen, NR2E3 agonist project, biochemical, TR-FRET, GST-NR2E3, biotin-RetCOR; Photoreceptor-specific nuclear receptor (Homo sapiens), Q9Y5X4; 1536-well; inhibition of corepressor binding, % at 4.78 µM; actives 0.12% (n = 320,000); AID 2300, 2010;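 active means percent inhibition above the cutoff of mean plus 3 SD of all tested compounds, set per screening campaign, cut at about 20% in these data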;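 further: 0% = DMSO wells and 100% = biotin wells as full block of FRET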
Target sequence (Q9Y5X4 whole entry, looked up): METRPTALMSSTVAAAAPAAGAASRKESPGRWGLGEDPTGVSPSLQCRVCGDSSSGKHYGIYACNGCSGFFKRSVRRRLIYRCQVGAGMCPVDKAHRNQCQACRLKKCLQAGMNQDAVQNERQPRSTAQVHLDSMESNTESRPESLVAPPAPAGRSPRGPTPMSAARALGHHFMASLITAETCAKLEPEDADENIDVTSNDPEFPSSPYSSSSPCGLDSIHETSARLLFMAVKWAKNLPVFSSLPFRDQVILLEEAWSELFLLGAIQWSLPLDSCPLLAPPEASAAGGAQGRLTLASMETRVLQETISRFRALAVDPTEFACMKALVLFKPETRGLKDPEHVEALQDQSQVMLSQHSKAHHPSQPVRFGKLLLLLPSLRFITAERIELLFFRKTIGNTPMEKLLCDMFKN
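Material: NR2E3–RetCOR corepressor complex / Amount: 1.35 nM GST-NR2E3 / Medium: Tris pH 7.5 / Compound: single nominal compound dose of 4.8 µM / Incubation: 5 h at 4 °C / Technique: TR-FRET, Eu(K)-anti-GST donor, streptavidin-D2 acceptor, ex 340, em 617/671 nm / Read-out basis: percent loss of FRET ratio relative to control wells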
TRAIL sens C8: viability loss with TRAIL in NB7+C8 cells, primary screen, TRAIL sensitizer project, cell-based, ATPlite luminescence | inhibition (viability loss, TRAIL sensitization), % at 10 µM | actives 1% (n = 360,000) | AID 624354, 2012;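 active means compounds causing at least 50% loss of cell viability in the single-dose screen, relative to plate controls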
MITF TRPM1 inh: inhibitors of MITF-dependent TRPM1 promoter reporter, primary screen, cell-based, SK-MEL-5, single point, luciferase; SK-MEL-5 TRPM1 promoter luciferase, 24 h; actives 0.83% (n = 330,000); inhibition, % at 12.5 µM;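 active means mean inhibition across replicates of 60% or more, whatever share of single replicates reaches that level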; further: values of inactives mirror those of a sister screen read the other way
EBV LMP1 NFkB: EBV LMP1-driven NF-kappaB luciferase reporter inhibitors, primary screen, cell-based, luminescence, single point. LMP1-induced NF-kappaB luciferase reporter cells. inhibition, % at 12.5 µM. actives 0.69% (n = 350,000); in the data active means inhibition above about 41%;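 further: 0% = neutral control wells and 100% = reference inhibitor control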
Peg3 promoter: Peg3 promoter-driven luciferase inhibitors, primary screen, cell-based, HeLa, luciferase luminescence | HeLa PEG-Prom luciferase reporter, overnight | inhibition, % at 20 µM | actives 1.7% (n = 360,000);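 active means inhibition of at least 50% at 20 µM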
KKLEB tox: cytotoxicity in KKLEB CF airway cells, primary screen, cytotoxicity control for CF NF-kB inhibitor project, cell-based, uHTS, fluorescence assay plates; KKLEB CF airway cells viability, ATPlite luminescence, overnight; active compounds read low; cells stimulated with P. aeruginosa culture filtrate; activity change (cytotoxicity), % at 5 µM; actives 0.36% (n = 360,000); AID 602141, 2011;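 active means corrected activity change at or below -50% at 5 µM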
CF NFkB block: inhibitors of PAF-induced NF-kB signaling, primary screen, cell-based, GFP fluorescence, uHTS; KKLEB NF-kB-GFP reporter, GFP fluorescence overnight; inhibition, % at 5 µM; actives 0.86% (n = 360,000); AID 588850, 2011;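 active means at least 50% inhibition at 5 µM, scaled per plate between neutral and stimulator controls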;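 further: PAF is a Pseudomonas aeruginosa culture filtrate used as stimulus; plate controls were PAF-stimulated DMSO wells for no effect and unstimulated DMSO wells for full effect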
Shn3 inh set2: reduction of Shn3 3'UTR firefly luciferase signal, primary screen, Schnurri-3 inhibitor project, cell-based, Clone20 osteoblasts, set 2; Clone20 osteoblast Shn3 3'UTR firefly luciferase, 24 h; inhibition, % at 12.5 µM; actives 0.52% (n = 360,000); AID 588674, 2011;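 active means mean inhibition of at least 75% with every replicate also reaching 75%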;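 further: 0% = median of neutral control wells and 100% = pilot-screen positive control compound; some compounds past the cut are filed as inactive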
hiPSC survival: enhancers of single-cell hiPSC survival, primary screen, ATPlite luminescence; AID 602274, 2012; 100% = ROCK inhibitor wells, 0% = DMSO; survival enhancement, % at 20 µM; actives 0.044% (n = 360,000); in the data active means survival enhancement above about 18%;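 further: cells exposed to compounds for 16 hours before the ATP read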
NR2E3 ag-2: NR2E3 agonists in two-hybrid cells, primary screen, cell-based, luminescence, CHO-S, Gal4-NCOR/VP16-NR2E3; Photoreceptor-specific nuclear receptor (Homo sapiens), Q9Y5X4; AID 602229, 2012; luciferase; actives 0.35% (n = 360,000); inhibition of corepressor binding, % at 3.98 µM;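 active means inhibition above the mean of all tested compounds plus 3 SD, cut at about 70% in these data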;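 further: 0% = DMSO with NR2E3 transfected cells and 100% = cells lacking NR2E3 construct; higher means lower luciferase signal from less NR2E3 corepressor binding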
HIF-2a block: HIF-2a reporter inhibitors, primary screen, luminescence, 786-0 RCC cells; 786-0 RCC cells HIF-2a reporter, luciferase luminescence, overnight; inhibition, % at 18.8 µM; actives 0.72% (n = 360,000); AID 624352, 2012;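 active means inhibition of the luminescence signal of 40% or more relative to plate controls, in a single-dose primary screen at 18.75 µM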
The depositor's hits bear a star; . = not tested or not shown.

The line under a structure holds: NR2E3 ag-1, TRAIL sens C8, MITF TRPM1 inh, EBV LMP1 NFkB, Peg3 promoter, KKLEB tox, CF NFkB block, Shn3 inh set2, hiPSC survival, NR2E3 ag-2, HIF-2a block
CC(C)C[C@@]12C(=O)N(c3cccc(Br)c3)C(=O)N1[C@H](c1ccc(F)cc1)[C@@H]1C(=O)N(C3CCCCC3)C(=O)[C@@H]12
→ 2, -6, 10, 1, 11, -14, -4, 0, -2.3, 16, 13
CCOC(=O)c1sc(NC(=O)CCSC)nc1C
→ -2, -4, -11, 1, -26, -6, 19, 1, -1.1, -6, -8
CN(C#N)c1nc(N2CCOCC2)nc(N2CCOCC2)n1
→ 1, -21, -7, 9, 11, -2, 4, 11, -0.9, -17, 30
FC(F)(F)c1ccc(CN2C[C@@H]3C(c4ccc(C(F)(F)F)cc4)C4(c5cccnc5)CC3(C4)[C@H]2c2ccccc2)cc1 (some centres not stated)
→ -1, 14, 7, -1, 4, -14, 12, 22, -0.4, 8, -3
CCOc1ccccc1N1CCN(Cc2c(C)n(C)n(-c3ccccc3)c2=O)CC1
→ 1, -3, -3, -6, -3, 3, 1, 15, -0.7, -2, 10
COc1ccccc1S(=O)(=O)N(C)C[C@@H]1OCc2cnnn2CCCC(=O)N([C@@H](C)CO)C[C@@H]1C
→ ., -8, ., 0, -17, 7, -10, -1, -0.5, -49, 2
COc1cc(S(=O)(=O)N2CCN=C2c2ccccc2)c(OC)cc1Cl
→ 1, 0, -5, -14, 9, 7, -25, 7, 0.6, 27, 13
CCCC(C)n1[nH]c(=O)cc1N (configuration not stated)
→ 1, -12, -12, 4, -1, 14, -15, 12, 4.7, 4, 4
O=C(CCCN1C(=O)/C(=C/c2ccccc2Cl)SC1=S)NCCCN1CCOCC1
→ 2, 10, 22, 11, 22, -16, 32, -8, -0.4, 78*, 39
Cc1ccc(C)c(Nc2cc(C)nc3ncnn23)c1
→ 4, -4, 7, -2, 12, -6, -2, 19, -0.3, -5, 17
Cc1cc(NC(=O)CSc2nccn2-c2ccc(Cl)cc2)no1
→ 0, -2, 0, 4, -5, 16, -1, -2, -0.1, -3, 16
CC1(C)Cc2c(cnn2-c2ccc(F)cc2)C(NC(=O)c2cnccn2)C1 (configuration not stated)
→ 3, -14, -2, 0, 12, 1, 19, -3, -0.1, -5, 6
Cc1ccccc1C(O)c1cccnc1 (configuration not stated)
→ 1, -1, -4, 1, -1, -9, 2, -32, 4.5, -4, 9
Nn1c(SCC(=O)NC2CCCC2)nnc1C(F)(F)F
→ ., -12, ., -4, -2, 20, -12, -20, -1.1, -29, 13
O=S1(=O)CC(N2CCCCC2)CN1C1CCCCC1 (configuration not stated)
→ ., -4, ., ., 3, 0, -5, -4, -1.0, 12, 6

One compound at a time, as listed above.
CN(C#N)c1nc(N2CCOCC2)nc(N2CCOCC2)n1 as listed: NR2E3 ag-1 = 1; TRAIL sens C8 = -21; MITF TRPM1 inh = -7; EBV LMP1 NFkB = 9; Peg3 promoter = 11; KKLEB tox = -2; CF NFkB block = 4; Shn3 inh set2 = 11; hiPSC survival = -0.9; NR2E3 ag-2 = -17; HIF-2a block = 30
CCOc1ccccc1N1CCN(Cc2c(C)n(C)n(-c3ccccc3)c2=O)CC1 as listed: NR2E3 ag-1 = 1; TRAIL sens C8 = -3; MITF TRPM1 inh = -3; EBV LMP1 NFkB = -6; Peg3 promoter = -3; KKLEB tox = 3; CF NFkB block = 1; Shn3 inh set2 = 15; hiPSC survival = -0.7; NR2E3 ag-2 = -2; HIF-2a block = 10

The list goes on:
The line under a structure holds: NR2E3 ag-1, TRAIL sens C8, MITF TRPM1 inh, EBV LMP1 NFkB, Peg3 promoter, KKLEB tox, CF NFkB block, Shn3 inh set2, hiPSC survival, NR2E3 ag-2, HIF-2a block
C/[N+]([O-])=C/c1c(OCc2ccc(Cl)cc2Cl)ccc2ccccc12
→ -1, -3, -10, -12, -75, -6, -12, -45, 1.5, 3, -114
CN(NC(=O)COc1ccccc1)C1=NS(=O)(=O)c2ccccc21
→ -1, -3, 3, 0, -209, 6, 14, -49, 0.7, -13, 12
COc1ccc(N2CCCC2)c(NC(=O)COc2ccccc2)c1
→ 4, 16, 18, -12, 21, -3, -5, 12, 1.1, -4, -6
O=C(O)CN(Cc1ccccc1)S(=O)(=O)c1ccc2c(c1)OCCO2
→ 7, -1, 2, -5, -7, 8, -1, -10, 0.1, -6, 18
O=C(CCC(=O)c1cccs1)NNC(=O)c1ccccc1O
→ -2, 9, 1, -2, -11, 29, -12, -8, 0.0, 7, 5
FC(F)Oc1ccc(/C=N/NC(=S)Nc2cc(C(F)(F)F)ccc2Cl)cc1
→ 1, 1, 18, -4, 3, 10, 1, 23, 0.2, -14, 9
COc1ccc(CCNC(=O)c2nn(C)c3c2CS(=O)(=O)c2ccccc2-3)c(OC)c1
→ 5, 6, 7, -3, 42, 8, -9, 18, -0.4, 2, 13
Cc1cccc(-n2nc(C(=O)Nc3ccccc3)n3c(=O)cc(-c4ccccc4)nc23)c1
→ 1, -6, -10, -4, -3, -6, -4, 32, 3.5, -14, -14
O=C(NC1CC2CCCC(C1)N2S(=O)(=O)c1ccccc1)c1ccccc1 (configuration not stated)
→ 3, 28, 2, 1, 8, -14, 4, 26, -0.7, -2, 4
O=C(CSc1nnc(-c2ccncc2)o1)NCc1ccccc1
→ 2, 2, -9, 7, -6, 0, 3, 0, 4.7, -7, 20
O=C(O)/C=C/c1cn(Cc2ccccc2)nc1-c1ccc(Cl)cc1
→ -2, 3, 22, 7, 14, 8, 1, 17, 0.6, -20, 17
Nc1ccn([C@@H]2O[C@H](CNCc3ccc(Oc4cc(-n5cccn5)ncn4)cc3)[C@@H](O)[C@H]2O)c(=O)n1
→ ., -12, ., -1, -17, -6, 7, 7, -1.6, -14, 1
COc1ccc(C(CNS(=O)(=O)c2ccc(C)cc2)N2CCN(C)CC2)cc1 (configuration not stated)
→ 4, 1, -8, -2, -28, -2, 18, -26, -0.4, 14, -2
CCn1c(COc2cccc3cccnc23)nnc1SCC(=O)OC
→ -3, 12, 16, -5, 0, -2, 3, -23, -1.1, -8, 18
N#Cc1c2c(c(-c3ccccc3)[nH]c1=O)CCCC2
→ ., -19, 20, -6, 7, 9, 1, -7, -1.8, -6, -3

Five entries picked at random from the list so far:
The line under a structure holds: NR2E3 ag-1, TRAIL sens C8, MITF TRPM1 inh, EBV LMP1 NFkB, Peg3 promoter, KKLEB tox, CF NFkB block, Shn3 inh set2, hiPSC survival, NR2E3 ag-2, HIF-2a block
Cc1cccc(-n2nc(C(=O)Nc3ccccc3)n3c(=O)cc(-c4ccccc4)nc23)c1
→ 1, -6, -10, -4, -3, -6, -4, 32, 3.5, -14, -14
O=C(O)CN(Cc1ccccc1)S(=O)(=O)c1ccc2c(c1)OCCO2
→ 7, -1, 2, -5, -7, 8, -1, -10, 0.1, -6, 18
O=C(CCC(=O)c1cccs1)NNC(=O)c1ccccc1O
→ -2, 9, 1, -2, -11, 29, -12, -8, 0.0, 7, 5
O=C(O)/C=C/c1cn(Cc2ccccc2)nc1-c1ccc(Cl)cc1
→ -2, 3, 22, 7, 14, 8, 1, 17, 0.6, -20, 17
COc1ccc(N2CCCC2)c(NC(=O)COc2ccccc2)c1
→ 4, 16, 18, -12, 21, -3, -5, 12, 1.1, -4, -6

Next compounds.
The line under a structure holds: NR2E3 ag-1, TRAIL sens C8, MITF TRPM1 inh, EBV LMP1 NFkB, Peg3 promoter, KKLEB tox, CF NFkB block, Shn3 inh set2, hiPSC survival, NR2E3 ag-2, HIF-2a block
CCOC(=O)c1ccc2c(c1)nc(-c1ccc(F)cc1)c1nccn12
→ 2, 24, 19, -29, 11, -2, -6, 8, 2.6, 12, -3
CCn1c(SCC(=O)Nc2ccccc2OC)nc(O)cc1=O
→ 4, -16, 2, 1, 1, 11, -10, -2, -0.6, -3, 20
Cc1ccc(S(=O)(=O)NCc2ccccc2)cc1C(=O)N1CC(C)CC(C)C1 (configuration not stated)
→ -5, -6, 0, 3, 11, 5, 0, 11, -0.4, -63, 4
O=C(/C=C/c1cccc([N+](=O)[O-])c1)c1ccco1
→ -5, -1, 9, 9, 7, -6, 3, -11, -0.5, -11, 7
C/C(=N\NC(=O)CN1CCN(c2ccc(F)cc2)CC1)c1ccco1
→ 4, 3, -10, 8, 12, 3, 12, 3, 0.6, 5, 5
Cc1onc(-c2ccccc2)c1C(=O)Nc1ccc2c(c1)OCCO2
→ 4, 21, 3, 5, -12, 2, -10, 12, -0.2, -5, 12
COc1ccc(NC(=O)CS(=O)CC(=O)Nc2ccc(-n3cnnn3)c(C)c2)cc1 (configuration not stated)
→ 3, 6, 1, -6, 7, 1, 4, 7, -0.3, -10, 24
CC(C)(C)n1nc2c(c1NC(=O)c1ccc(Cl)c([N+](=O)[O-])c1)CS(=O)(=O)C2
→ 2, 26, -1, -4, 10, -1, 20, 8, 1.2, 5, 7
CC(C)(C)S(=O)(=O)N1C[C@@H]2CC/C=C\C/C=C\2[C@H]1CCO
→ ., 1, -1, -13, -7, 10, 1, -4, -1.1, -52, 5
O=C(NNc1ncnc2c1cnn2-c1ccc(F)cc1)c1cccs1
→ 0, -8, 1, -2, -6, -5, 19, -20, -0.1, -9, -7

Compound activity: PubChem, several laboratories

Some of the compounds tested, so the mix of outcomes need not match the whole.
